Compound activity from PubChem BioAssay.
Rat MKP-3 inhibitors: MKP-3 phosphatase inhibitors, primary screen, biochemical, rat enzyme, in vitro (AID 425). inhibition, % at 20 µM; hits with a dose series show IC50 in µM. 0.17% of 110,000 active. recombinant MKP-3 phosphatase activity, fluorescence; higher % means a stronger effect; in the data active = inhibition above about 50%;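 also: plate controls were vehicle for no effect and reference inhibitor for full effect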
Hsp70 inhibitors: Hsp70 inhibitors, probe displacement, primary screen, biochemical, fluorescence polarization (AID 583). Hsp70 fluorescence polarization probe displacement, mP; higher % means a stronger effect. displacement, % at 20 µM; hits with a dose series show IC50 in µM. 0.06% of 140,000 active; in the data active = displacement above about 50%;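 also: plate controls were vehicle for no effect and reference ligand for full effect; a part of the inactive calls stands beside numbers as strong as those of hits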
Starred values were filed as active, the others as inactive; . = no result given; & = joins results of further samples. These rows are one share of the data; count on the stated rates, not on these rows.

The line under a structure holds: Rat MKP-3 inhibitors	Hsp70 inhibitors
COc1ccc(C2C(C(=O)O)c3ccccc3C(=O)N2C)cc1Br (centres undefined)
 : 2%	2.9%
COc1ccccc1C/C(N)=N/OC(=O)COc1ccc(C(C)(C)C)cc1
 : 2%	-3.6%
O=C(c1sc2cc(F)ccc2c1Cl)N1CCCCC1
 : 0%	-3.5%
O=C(NCc1ccco1)N1CCOCC1
 : 2%	2.0%
CCc1ccc(C2=Nn3c(nnc3-c3cccs3)SC2)cc1
 : -1%	-1.3%
CC(C)OC(=O)CSc1nnc(SCc2cccc3ccccc23)s1
 : .	11%
COc1cc2c(cc1OC)-c1cc(NCc3ccccn3)nc(=O)n1CC2
 : -11%	2.1%
CC(C)(C)n1nnnc1C(c1ccc(C#N)cc1)N1CCCC2(CCCCC2)C1 (centres undefined)
 : -5%	-1.0%
COc1cc(C)c(Nc2ccccc2)c(C)c1
 : 5%	-2.5%
CC1CCCCN1c1nnc(NC(=O)Cn2c(=O)oc3ccccc32)s1 (centres undefined)
 : -6%	-1.2%
CCOc1ccccc1-c1nc(-c2cc3ccccc3nc2OC)no1
 : 1%	-12%
O=C1CC(N2CCCc3ccccc32)C(=O)N1c1ccccc1Cl (centres undefined)
 : .	3.3%
Cc1ccc(/C=C(\NC(=O)c2ccc(C)cc2)C(=O)NC(C)C)cc1
 : 3%	-1.6%
COc1ccc(C(=O)N2N=C(C(F)(F)F)CC2(O)c2ccccc2)cc1 (centres undefined)
 : 0%	3.6%
CN(C(=O)CSC1=Nc2ccccc2C2=NC(c3ccccc3)C(=O)N12)C1CCCCC1 (centres undefined)
 : .	1.2%
CCn1cc(C(=O)Nc2cccc(C(=O)OC)c2)c(=O)c2ccc(C)nc21
 : -9%	2.3%
O=C(NCCN1CCOCC1)c1cc(S(=O)(=O)NCCCN2CCCC2=O)ccc1Cl
 : 0%	6.0%
CCOC(=O)c1cnc2cc(-c3ccc(C)cc3)[nH]n2c1=O
 : 3%	-4.7%
C=CCn1c(Sc2nncn2C)nc2c1c(=O)[nH]c(=O)n2C
 : -2%	2.2%
CCOc1ccc(C(=O)NCc2ccco2)cc1Br
 : 2%	-2.5%
COc1ccc(NC(=O)CN2CC(c3ccccc3)CC2=O)cc1OC (centres undefined)
 : -13%	4.7%
COc1cc(C)nc(N2CCCC(C(=O)Nc3cc(Cl)ccc3OC)C2)n1 (centres undefined)
 : .	1.8%
CCOC(=O)CC1C(=O)NCCN1C(=O)c1cc2c(=O)n3cccc(C)c3nc2s1 (centres undefined)
 : 2%	-2.4%
COc1ccc(CNC(=O)CN(c2cc(C)cc(C)c2)S(C)(=O)=O)cc1
 : 3%	-2.4%
COc1cccc(-c2cn3nc(C)c(C)nc3n2)c1
 : -10%	-12%
O=C(NNC(=O)c1cc(NC(=O)c2ccc([N+](=O)[O-])cc2)cc(C(=O)NNC(=O)c2ccccc2)c1)c1ccccc1
 : 1%	5.0%
O=C(N/C(=C/c1ccco1)C(=O)N1CCCCCC1)c1cccs1
 : 6%	5.4%
Cc1ccccc1C(=O)NN1C(=O)/C(=C\c2cccnc2)SC1=S
 : 2%	2.0%
COc1ccc(Cl)cc1NC(=O)CN1CCC(n2nnc3ccccc32)CC1
 : -6%	-3.8%
CCOc1ccc(C(=O)C(c2ccccc2)N2CCOCC2)cc1 (centres undefined)
 : -6%	-1.1%
Cc1nc2nc(-c3ccco3)nn2c(C)c1Cl
 : -5%	6.8%
O=C(Cc1nnc(NC(=O)Nc2ccccc2)s1)Nc1ccccc1
 : -1%	-0.1%
CC(CCc1ccccc1)NC(=O)CSc1nc(N)cc(N)n1 (centres undefined)
 : -10%	-2.9%
COc1ccccc1-n1nnnc1SCC(=O)NC1CCCC1
 : -16%	0.5%
CC(=O)/C=C1/SCC(=O)N1c1ccccc1
 : 0%	2.7%
COc1cc(NC(=O)N2CCOCC2)cc(OC)c1
 : 6%	-3.9%
c1ccc(-c2oc3ncnc(NCCN4CCOCC4)c3c2-c2ccccc2)cc1
 : 2%	2.7%
COc1cccc(/C=N/Nc2cc(N3CCOCC3)ncn2)c1O
 : -2%	3.8%
O=C(O)c1ccccc1/C=C1/SC(=S)N(c2ccc(F)cc2)C1=O
 : 3%	0.9%
CCC1CCCCN1CCCNC(=O)CC1Oc2ccccc2NC1=O (centres undefined)
 : 4%	6.6%
CCCCCOC(=O)c1c(N)n(CCOC)c2nc3ccccc3nc12
 : .	-2.3%
Cc1ccc(C(=O)N2CCC(C(N)=O)CC2)cc1[N+](=O)[O-]
 : 0%	-3.3%
O=C(c1cc2ccccc2o1)c1cccs1
 : 2%	2.5%
Cc1cc(Nc2ccccc2)n(CCO)n1
 : .	1.4%
COc1cc(CCC(=O)OCc2nnc(-c3ccccc3)o2)cc(OC)c1OC
 : -2%	-3.3%
S=C(NCC1CCCO1)n1nnc2ccccc21 (centres undefined)
 : 0%	-9.2%
CCOc1ccc(-c2nn3c(-c4ccccc4)nnc3s2)cc1
 : 0%	-8.1%
Cc1sc(NC(=O)c2ccco2)nc1-c1ccc2c(c1)CC(C)N2C(=O)C1CC1 (centres undefined)
 : -4%	-5.4%
O=C(NC1CCCCCC1)C1CCCN1S(=O)(=O)c1cccc2cccnc12 (centres undefined)
 : -4%	-7.7%
COC(=O)CN1C(=O)C2(C(C#N)=C(N)Oc3c2c(C)nn3-c2ccccc2)c2ccccc21 (centres undefined)
 : 3%	0.4%
O=c1cccccc1NCc1ccccc1
 : -12%	.
CC(=O)n1c(SCC(=O)Nc2ccccc2)nc2ccccc21
 : 3%	-2.0%
Cc1cccc(N2CC34C=CC(O3)C(C(=O)O)C4C2=O)c1 (centres undefined)
 : -3%	1.5%
Nn1c(SCC(=O)Nc2ccc(F)cc2F)nnc1C1CCCCC1
 : -3%	0.2%
CCOCCn1cnc2sc(C(=O)NCC(=O)OCC)c(C)c2c1=O
 : 0%	0.0%
O=C(O)Cn1nc(C(F)(F)F)c2c1CCC2
 : -12%	-6.5%
CCOc1ccc(-c2cnc(SCC(N)=O)nc2N)cc1
 : -1%	1.9%
Cc1ccccc1C(=O)NNC(=O)c1cccc(Br)c1
 : 2%	3.3%
C/C(=N\O)C(C)(C)NC(=O)Nc1ccc(Cl)cc1
 : -25%	-2.9%
COC(=O)C1=C(CSc2nc3c(cc2C#N)CN(C)CC3)OC(N)=C(C#N)C1c1ccccc1F (centres undefined)
 : .	2.8%

Other results follow.
The line under a structure holds: Rat MKP-3 inhibitors	Hsp70 inhibitors
Nc1c(C(=O)c2ccc(Br)cc2)sc2nc(C(F)(F)F)c(C(=O)c3cccs3)cc12
 : 1%	2.3%
O=C(Nc1cccc(NC(=O)c2cccnc2)c1)c1cccnc1
 : 6%	-5.4%
C=CCn1c(SCc2nc3ccccc3c(=O)[nH]2)nc2ccccc2c1=O
 : .	-2.7%
COc1cc(/C=C2\SC(N)=NC2=O)ccc1OCc1cccc2ccccc12
 : 8%	-5.3%
Cc1ccc(C2(c3ccc(C)o3)C(=O)Nc3ccccc32)o1
 : -1%	1.0%
COc1ccc(C)cc1NC(=O)COc1cc(C)c(Cl)c(C)c1
 : -2%	2.8%
COc1cc(C(=O)OCCN2CCOCC2)cc(OC)c1OC
 : -2%&0%	-2.9%
Cc1ccc2nc(-c3ccc(NC(=O)C4CCC(=O)N4)cc3)sc2c1 (centres undefined)
 : 0%	-0.3%
COc1cccc(OC)c1-c1nnc(-c2cn(C)c3ccccc23)o1
 : 2%	-3.6%
CCOC(=O)COc1ccc(/C=c2\sc3nc4ccccc4n3c2=O)cc1
 : 1%	4.1%
CCN(CC)S(=O)(=O)c1cccc(C(=O)NC2CCCCC2)c1
 : 4%&-2%	6.6%&5.0%
Cc1noc(C)c1CSCC(=O)OCC(=O)N1CC(=O)Nc2ccccc21
 : -3%	0.3%
O=C(CN1C(=O)c2ccccc2C1=O)Nc1ccc(-c2nc3ccccc3o2)cc1
 : -6%	4.1%
COC(=O)c1cc(-c2ccc(/C=N/n3cnnc3)o2)ccc1Cl
 : 0%	-1.3%
Cc1ccc(/C=C2/C=C(c3ccc(Br)cc3)OC2=O)o1
 : -7%	-6.9%
CCOc1ccc(N2C(=O)c3ccccc3NC2c2cccc([N+](=O)[O-])c2)cc1 (centres undefined)
 : 4%	-0.3%
Cc1onc(-c2ccccc2Cl)c1C(=O)NC1CCS(=O)(=O)C1 (centres undefined)
 : 0%	-5.1%
O=C(N/N=C/c1cn(Cc2ccccc2)c2ccccc12)C1COc2ccccc2O1 (centres undefined)
 : 1%	4.7%
O=C(c1ccc2c(c1)OCCO2)C1CCN(C(=O)c2ccc(F)c(F)c2)CC1
 : -8%	11%
Cc1ccc(S(=O)(=O)c2c(N)n(/N=C/c3ccco3)c3nc4ccccc4nc23)cc1
 : -1%	-20%
CC(=O)C12CCCCC1CC1C3CC=C4CC(O)CCC4(C)C3CCC12C (centres undefined)
 : 0%	-4.0%
O=C(/C=C(\Nc1ccccc1)c1ccccc1)c1cccc2ccccc12
 : 0%	-2.8%
N#CC1=C(N)SC(N)=C(C#N)C1C1CC=CCC1 (centres undefined)
 : -11%&-1%	6.9%&-7.9%
Cc1nc2nc[nH]n2c(=O)c1Cc1ccccc1
 : 3%	-1.5%
CC(=O)Oc1ccc(N2C(=O)C3C4C=CC(CO)(O4)C3C2=O)cc1 (centres undefined)
 : .	-1.3%
CCNC(=O)NC(=O)COC(=O)CNC(=O)COc1ccccc1
 : 5%	8.4%
CC(C)(C)c1ccc(C(=O)N2CCCCCC2)cc1
 : 0%	-2.2%
COCCCn1c(=N)c(C(=O)NC2CCCCC2)cc2c(=O)n3ccccc3nc21
 : .	-8.0%
O=C(c1ccc2c(c1)OCO2)N1CCN(c2ccccc2)CC1
 : -11%	6.1%
N#Cc1c(N)[nH]c(=S)c(C#N)c1-c1cccc(F)c1
 : 1%	0.3%

Molecules from the list above containing a COOH group:
The line under a structure holds: Rat MKP-3 inhibitors	Hsp70 inhibitors
COc1ccc(C2C(C(=O)O)c3ccccc3C(=O)N2C)cc1Br (centres undefined)
 : 2%	2.9%
O=C(O)c1ccccc1/C=C1/SC(=S)N(c2ccc(F)cc2)C1=O
 : 3%	0.9%
Cc1cccc(N2CC34C=CC(O3)C(C(=O)O)C4C2=O)c1 (centres undefined)
 : -3%	1.5%
O=C(O)Cn1nc(C(F)(F)F)c2c1CCC2
 : -12%	-6.5%

7 entries from above, set out differently:
compound | Rat MKP-3 inhibitors | Hsp70 inhibitors
CC(=O)C12CCCCC1CC1C3CC=C4CC(O)CCC4(C)C3CCC12C (centres undefined) | 0% | -4.0%
O=C(/C=C(\Nc1ccccc1)c1ccccc1)c1cccc2ccccc12 | 0% | -2.8%
N#CC1=C(N)SC(N)=C(C#N)C1C1CC=CCC1 (centres undefined) | -11%&-1% | 6.9%&-7.9%
Cc1nc2nc[nH]n2c(=O)c1Cc1ccccc1 | 3% | -1.5%
CC(=O)Oc1ccc(N2C(=O)C3C4C=CC(CO)(O4)C3C2=O)cc1 (centres undefined) | . | -1.3%
CCNC(=O)NC(=O)COC(=O)CNC(=O)COc1ccccc1 | 5% | 8.4%
CC(C)(C)c1ccc(C(=O)N2CCCCCC2)cc1 | 0% | -2.2%

(next part)
The line under a structure holds: Rat MKP-3 inhibitors	Hsp70 inhibitors
CCN(CC)C(=O)C1CCCN(Cc2ccccc2)C1 (centres undefined)
 : .	2.3%
CCCOc1ccc(N2C(=O)CC(N3CCN(c4ccccc4OC)CC3)C2=O)cc1 (centres undefined)
 : -2%	-5.9%
Cc1ccc2oc(=O)n(Cc3ccccc3OC(C)C)c2c1
 : -3%	-0.2%
CC(C)CNS(=O)(=O)c1ccc(OCC(=O)Nc2ccc3c(c2)OCO3)c(Cl)c1
 : 1%	9.7%
COc1ccccc1NC(=O)c1cc(C(=O)O)ccc1C(=O)O
 : -11%	3.5%
Cc1csc(SCC(=O)Nc2ncc(Cl)c(C)c2Cl)n1
 : .	8.4%
COC(=O)CNC(=O)C12CC3(C)CC(C)(CC(C)(C3)C1)C2
 : 0%	-3.1%
CC(=O)Nc1ccc2c(c1)CCCN2C(=O)c1ccccc1
 : -17%	1.7%
COc1ccccc1-c1cc(C(=O)NCc2ccc(F)cc2)no1
 : -2%	2.7%
CCOC(=O)c1ccccc1NC(=O)CSc1nc2ccccc2n1CC(=O)N1CCCC1
 : -8%	5.0%
Cc1nc2ccc(NC(=O)c3c(-c4ccccc4)noc3C)cc2s1
 : -14%	-0.1%
CCN(C1CCCCC1)S(=O)(=O)c1cc(C)ccc1OC
 : -3%	-3.8%
C=C(C)Cn1c(SCC(=O)O)nnc1-c1ccc(OC)cc1
 : .	-3.4%
N#C/C(=C/c1ccc(Sc2nc3ccccc3[nH]2)o1)c1ccccc1F
 : .	-1.6%
Cc1nc2sc(C(c3cccs3)N3CCN(C(=O)c4ccco4)CC3)c(O)n2n1 (centres undefined)
 : -11%	-0.9%
N#CC1=C(N)Oc2cc3ccccc3cc2C1c1cccnc1 (centres undefined)
 : .	4.0%
COc1ccc2c(C(F)(F)F)cc(=O)oc2c1C
 : 0%	-1.3%
O=C(c1ccc2c(c1)C(=O)N(Cc1ccco1)C2O)N1CCOCC1 (centres undefined)
 : -16%	1.5%
Cc1ccc(CSCCNC(=O)c2ccc(Cl)c(S(=O)(=O)N3CCOCC3)c2)cc1
 : .	3.5%
CN(C)c1ccc(C(=O)c2ccc(O)cc2O)cc1
 : .	2.5%
CN1C(=O)C(=Cc2cc(Cl)ccc2O)C(=O)N(C)C1=O
 : 1%	0.0%
CCCN(CCC)C(=O)CSc1nc2n[nH]c(C)c2c(=N)n1-c1ccc(OCC)cc1
 : -4%	-4.9%
